Compound activity as filed in PubChem.
ABHD4 inh: ABHD4 inhibitors, primary screen, biochemical, fluorescence polarization, mouse; purified mABHD4, FP-Rh probe fluorescence polarization; inhibition, % at 8.92 µM; hit rate 0.54% among 370,000; AID 720543, 2013;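 active = inhibition exceeding the mean over every tested compound plus 3 SD, cut at about 30% in these data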;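 also: 0% = plate median of compound wells and 100% = S159A mutant with DMSO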
Target sequence (Q8VD66 whole entry, looked up): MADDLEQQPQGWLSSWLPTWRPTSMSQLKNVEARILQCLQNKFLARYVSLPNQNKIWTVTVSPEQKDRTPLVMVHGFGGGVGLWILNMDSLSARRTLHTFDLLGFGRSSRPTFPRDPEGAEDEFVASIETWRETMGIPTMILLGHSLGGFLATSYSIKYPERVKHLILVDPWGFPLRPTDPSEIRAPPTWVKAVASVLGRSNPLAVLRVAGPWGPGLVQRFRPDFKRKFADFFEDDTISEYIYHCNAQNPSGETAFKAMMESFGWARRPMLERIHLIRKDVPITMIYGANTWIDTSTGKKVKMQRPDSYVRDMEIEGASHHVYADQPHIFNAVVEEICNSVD
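Assay system: wild-type mouse ABHD4 protein; compound: single nominal dose of 8.92 µM, 0.89% DMSO final; schedule: 45 min + 60 min at 25 °C; measured by: FP readout, ex 525 nm / em 598 nm; evaluation: % inhibition of FP-Rh probe binding versus controls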
TCR CD3 inh: inhibitors of human TCR-CD3 interaction, primary screen, biochemical, fluorescence, TAMRA-labeled TCR probe. T-cell receptor (TCR). inhibition, % at 9.4 µM. hit rate 0.37% among 360,000. AID 651800, 2012; in the data active = inhibition above about 19%;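 also: recombinant mutant TCR 2C K166C tagged with TAMRA read by polarization; 0% = receptor in buffer alone and 100% = receptor with positive control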
TDP2 absorb: human TDP2 enzyme inhibitors, primary screen, biochemical, epi absorbance, recombinant enzyme | T5PNP hydrolysis, p-nitrophenol absorbance 415 nm | inhibition, % at 12.8 µM | Tyrosyl-DNA phosphodiesterase 2 (Homo sapiens), O95551 | AID 720702, 2013 | hit rate 0.34% among 370,000;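 active = inhibition above the mean of all tested compounds plus 3 SD, set per campaign, cut at about 25% in these data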;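 also: 0% = DMSO with enzyme and 100% = buffer with substrate but no TDP2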
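System – recombinant human TDP2 · Quantity – TDP2 enzyme at 120 nM final · Doses – single concentration, 12.8 µM nominal, with 1% DMSO · Incubation – 2 h at 37 °C · Measured by – epi absorbance of p-nitrophenol freed from T5PNP by hydrolysis · Read-out – % inhibition relative to enzyme-containing and enzyme-free wells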
SIAE primary: human SIAE inhibitors, primary screen, biochemical, fluorescence polarization, FP-Rh probe, 1536-well HTS; SIAE FP-Rh probe binding; AID 1053197, 2014; hit rate 0.69% among 370,000; inhibition, % at 9.66 µM;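 active = inhibition above a cutoff: mean of compounds within the control limits plus 3 SD of those, cut at about 17% in these data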;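 also: 0% = plate median of compound wells and 100% = probe without SIAE protein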
UHRF1 MBD2 ctr: UHRF1 methylated DNA binding inhibitors, primary screen, counter-screen for MBD2 inhibitor project, biochemical, TR-FRET, human UHRF1, single concentration; hit rate 0.75% among 370,000; UHRF1 binding to methylated oligo; AID 687016, 2013; inhibition, % at 4.4 µM; in the data active = inhibition above about 21%;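 also: UHRF1 SRA domain binding a hemimethylated CpG hairpin DNA probe; 0% = median of test compound wells and 100% = reference inhibitor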
LEDGF integ inh: blockers of LEDGF/p75-dependent integrase strand transfer – biochemical, TR-FRET, high throughput, primary screen. TR-FRET IN-LEDGF/p75 DNA integration, Eu/Cy5. hit rate 0.64% among 370,000. HIV-1 integrase (with human LEDGF/p75). AID 743269, 2014. inhibition, % at 3.7 µM;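 active = inhibition above the screen-wide mean plus 3 SD, cut at about 13% in these data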;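 also: signal is the Cy5 over europium emission ratio at 671 and 618 nm; 0% = plate median of compound wells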
HTRA1 inh: HTRA1 serine protease inhibitors, primary screen, biochemical, fluorescence polarization, HTS | recombinant HTRA1, FP-rhodamine activity-based probe | inhibition, % at 5.96 µM | hit rate 0.5% among 340,000; in the data active = inhibition above about 36%;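 also: 0% = enzyme with DMSO and 100% = wells lacking enzyme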
Target sequence (Q92743 whole entry, looked up): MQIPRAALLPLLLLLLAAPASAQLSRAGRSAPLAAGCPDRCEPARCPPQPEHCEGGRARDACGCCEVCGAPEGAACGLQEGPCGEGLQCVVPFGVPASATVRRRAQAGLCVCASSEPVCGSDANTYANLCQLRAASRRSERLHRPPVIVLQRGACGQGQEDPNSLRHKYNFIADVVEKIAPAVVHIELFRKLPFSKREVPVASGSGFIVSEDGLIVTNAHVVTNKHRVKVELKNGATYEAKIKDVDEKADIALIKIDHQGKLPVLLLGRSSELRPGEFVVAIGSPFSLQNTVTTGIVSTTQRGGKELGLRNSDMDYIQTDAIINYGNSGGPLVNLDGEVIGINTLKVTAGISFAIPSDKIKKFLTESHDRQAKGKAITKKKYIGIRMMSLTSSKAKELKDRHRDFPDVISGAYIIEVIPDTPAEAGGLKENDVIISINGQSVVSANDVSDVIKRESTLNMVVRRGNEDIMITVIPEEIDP
PRMT1 FP inh: PRMT1 methyltransferase inhibitors, primary screen, biochemical, fluorescence polarization | hit rate 1.3% among 370,000 | inhibition, % at 2.79 µM | recombinant PRMT1, activity-based probe fluorescence polarization | Protein arginine N-methyltransferase 1 (Homo sapiens), Q99873;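 active = inhibition above about 21% made by adding two undisclosed values, limit read from the data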
PG9 binder: binders of HIV-1 gp120 antibody PG9, primary screen, biochemical, TR-FRET | HIV-1 gp120 / PG9 antibody interaction | TR-FRET gp120-PG9 antibody binding | inhibition, % at 6.7 µM | hit rate 0.43% among 360,000; in the data active = inhibition above about 8.5%
Tn7 DDE FP: inhibitors of Tn7 peptide binding to fibrin DD(E), primary screen, biochemical, fluorescence polarization, human fibrin, Tn7 probe; Fibrinogen beta chain (Homo sapiens), P02675; FP displacement of FITC-Tn7 peptide from fibrin DD(E); 0% = median of compound wells per plate; inhibition, % at 8.3 µM; hit rate 0.13% among 370,000; AID 720508, 2013;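 active = inhibition above the mean of compounds falling within the control limits plus 3 SD of them, cut at about 14% in these data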;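 also: 0% = plate median of compound wells and 100% = 10 µM Aha-Tn7 peptide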
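Test system: human clot-derived fibrin DD(E) complex / Quantity: 2 µM final DD(E) protein / Incubation: 10 min plus 3 h, room temperature / Measured by: fluorescence polarization / Benchmarks: high control of 10 µM Aha-Tn7 peptide / Replicates: singlicate testing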
Starred values were filed as active, the others as inactive; nt = not tested or not shown. An unsorted share of the library; any-hit rate near 4.2%.

Start of the listing, in advance, three compounds:
SMILES	ABHD4 inh	TCR CD3 inh	TDP2 absorb	SIAE primary	UHRF1 MBD2 ctr	LEDGF integ inh	HTRA1 inh	PRMT1 FP inh	PG9 binder	Tn7 DDE FP
COCc1nnc(NC(=O)COc2ccc3c(c2)OCO3)s1	6	3	17	5	1	2	-7	1	-2.0	1
CC[n+]1c(/C=C(/C)SC)sc2ccccc21	4	-6	-4	2	3	0	8	96*	0.9	-1
C/C(=N\Nc1nc(-c2cc(C)ccc2C)cs1)c1cc2c(ccc3ccccc32)oc1=O	15	-3	7	-1	-10	6	53*	7	2.4	-3

The list itself, previewed entries included:
SMILES	ABHD4 inh	TCR CD3 inh	TDP2 absorb	SIAE primary	UHRF1 MBD2 ctr	LEDGF integ inh	HTRA1 inh	PRMT1 FP inh	PG9 binder	Tn7 DDE FP
COCc1nnc(NC(=O)COc2ccc3c(c2)OCO3)s1	6	3	17	5	1	2	-7	1	-2.0	1
CC[n+]1c(/C=C(/C)SC)sc2ccccc21	4	-6	-4	2	3	0	8	96*	0.9	-1
C/C(=N\Nc1nc(-c2cc(C)ccc2C)cs1)c1cc2c(ccc3ccccc32)oc1=O	15	-3	7	-1	-10	6	53*	7	2.4	-3
CCc1c(C2(O)CCCCC2)[nH]c2ncccc12	4	-2	7	12	4	-1	-3	-2	-1.1	-1
Cc1nc2nc(CCc3ccccc3)nn2c(C)c1Cl	0	7	1	8	-4	2	-2	-3	-1.4	3
COc1ccc(-c2cc(C3CCN(Cc4cccc(C(F)(F)F)c4)CC3)[nH]n2)cc1	9	4	-8	2	0	3	-41	0	2.2	-12
Cc1cc(C)nc(SCC(=O)N/N=C\C(Br)=C\c2ccccc2)n1	3	4	6	-1	-2	3	-1	-1	-2.2	1
O=[N+]([O-])c1cnc(Sc2ccncn2)s1	6	-7	-8	2	-1	6	3	26*	-3.7	-4
C[C@H]1COc2cc(Br)ccc2S(=O)(=O)N1Cc1cn(Cc2ccco2)nn1	3	nt	0	5	-1	-1	nt	-8	nt	-7
CC(=O)NNC(=O)c1nc(-c2ccccc2)c(C)o1	6	3	-1	1	2	1	5	-2	-0.8	-3
O=C(CCc1nc2ccccc2c(=O)[nH]1)NCc1ccccn1	1	-4	2	4	1	4	2	1	-0.2	6
COc1ccc(C(CNC(=O)C(CC(C)C)NS(=O)(=O)c2ccc(C)cc2)N2CCOCC2)cc1 (stereo not given)	0	-2	-8	-4	1	-1	1	1	1.6	7
COc1ccc(N2CCN(CC(=O)Nc3nc4c(s3)CC(C)CC4)CC2)cc1 (stereo not given)	8	-4	4	-3	0	3	1	-1	0.6	1
CCOCCCNc1c(CC)c(C)c(C#N)c2nc3ccccc3n12	-3	-2	-25	2	-2	2	-8	-5	0.0	-5
Cc1ccc(-c2csc(SCC(=O)c3c(N)n(C4CC4)c(=O)[nH]c3=O)n2)cc1	-4	-4	-2	-12	-3	1	-7	-2	-1.1	-2
COc1cccc(C#Cc2ccc3c(c2)O[C@H](CN(C)S(=O)(=O)c2ccccc2F)[C@H](C)CN([C@H](C)CO)S3(=O)=O)c1	-19	2	-12	-19	21*	7	-46	-4	2.1	-6
CC1(NS(=O)(=O)c2ccc(Cl)s2)CCS(=O)(=O)C1 (stereo not given)	5	5	-10	8	-2	-1	1	0	-0.3	1
CN(C)CCCN(C(=O)c1ccc(S(=O)(=O)N2CCc3ccccc3C2)cc1)c1nc2ccc(F)cc2s1	18	2	0	5	0	0	-14	4	-1.8	-1
CSc1ccc(CN2CCC(Cc3ccccc3)CC2)cc1	10	-5	13	-1	-2	-4	5	1	-0.4	5
CCCSc1nnc(NC(=O)c2sc3nc(-c4cccs4)ccc3c2N)s1	-16	-3	-8	-11	1	12	-17	28*	0.5	-6
COc1ccccc1N1CCN(C(=O)c2cc(C(C)(C)C)oc2C)CC1	4	3	1	5	2	3	-6	-4	-3.7	-3
[2H]c1c([2H])c([2H])c(-c2nc(N3CCCCCC3)sc2C(=O)c2ccccc2)c([2H])c1[2H]	0	2	8	-1	-1	-3	-28	0	-1.4	-3
O=C(/C=C/c1ccc2c(c1)OCO2)NCCSCc1ccc(Cl)cc1	-14	2	-5	-3	1	-1	-25	-1	1.1	0
O=c1cc(-c2ccccc2)nc2c(Cl)cc(Cl)cn12	-1	1	10	-1	-2	1	5	-3	-1.0	5
C=CC[C@@H](CC(=O)N[C@H](CO)Cc1ccccc1)C(=O)N[C@@H](C)COC(=O)[C@@H](CC=C)Cc1ccc(F)cc1	-4	2	4	-5	-1	-1	-3	0	0.5	0
COc1ccc(/C=N/NC(=O)c2cccc3ccccc23)c(OC)c1OC	-7	1	-18	-4	-2	2	nt	2	-3.5	0
CC(NC(=O)CCNS(=O)(=O)c1ccccc1)c1ccccc1 (stereo not given)	0	5	-7	7	-2	3	5	-2	-0.9	-8
CCN1CN(CCc2ccccc2)CNC1=S	-3	0	-2	-8	0	-2	0	-4	1.6	3
CCc1ccc(OCC(=O)N/N=C(\C)c2ccc(-n3ccnc3)cc2)cc1	-18	-6	-16	-6	1	3	-1	-3	-1.7	0
Cc1ccc(S(=O)(=O)N2CCCC2CNC(=O)C(=O)NCc2cccs2)cc1 (stereo not given)	-3	0	-6	-6	-1	-2	-3	-2	-1.4	3
Cc1ccc(NS(=O)(=O)c2ccc(C(=O)NCc3ccncc3)cc2)cc1	-7	3	5	-10	-3	4	7	-4	-0.5	-1
COc1ccc(N(CC(=O)NCCSCc2ccco2)S(=O)(=O)c2ccccc2)cc1OC	-4	-4	-3	-1	-4	3	-1	-4	-0.8	-7
Cc1cc(C(=O)N2C(C)CCCC2C)no1 (stereo not given)	-1	0	16	-7	0	2	-2	2	-0.3	-4
Cc1ccc(C)c(NC(=O)CCC(=O)NNC(=O)c2cccs2)c1	-6	-3	14	-4	-2	-4	8	3	1.2	4
O=c1c2ccccc2oc2cc(OCc3ccc(F)cc3)cc(O)c12	6	6	-2	-7	0	5	-6	-2	-1.7	-7
CC(C)(C)OC(=O)C[C@@H]1C/C=C\C[C@@H](CC(=O)N(CCO)Cc2ccccc2)C(=O)NC[C@H](c2ccccc2)OC1=O	4	-4	-3	0	0	2	2	-2	1.0	-6
CNC(=O)c1ccc(-c2cc3onc(-c4ccccc4)c3c(=O)n2C)cc1	9	5	4	6	-3	-1	0	-3	0.5	0
CC(C)(O)C#Cc1ccc(CNC[C@H]2O[C@@H](n3cnc4c(N)ncnc43)[C@H](O)[C@@H]2O)s1	9	-4	-2	1	-1	-4	6	2	-0.2	1
COc1cc(/C=C2/C(=O)N(c3cccc(Br)c3)N=C2C)cc(OC)c1O	8	0	8	-8	14	2	4	3	-4.7	-5
CCCCn1cc2c(c1-c1cccc(C)c1)c(=O)n(C)c(=O)n2C	2	-1	-10	-2	2	-7	-2	5	0.7	-3
CCn1c(SCc2ccc([N+](=O)[O-])cc2)nnc1C(C)NC(=O)c1ccc(C)cc1 (stereo not given)	0	4	-6	0	1	-1	2	0	-2.0	-1
CCCCCCN1C[C@@H](n2cc(C3CC3)nn2)[C@H](O)C[C@@H]1c1ccccc1	-1	-61	-6	-4	12	2	-1	0	-1.4	-5
CC1CCN(C(=O)COC(=O)/C=C/c2ccc(Br)o2)CC1	6	-2	4	3	6	10	14	36*	2.2	6
C[C@@H]1CN([C@H](C)CO)S(=O)(=O)c2ccc(Br)cc2O[C@H]1CN(C)C(=O)Nc1ccc(F)cc1	-5	-1	4	2	0	0	-8	3	-0.6	0
COc1cc([N+](=O)[O-])c(OC)cc1Nc1ccccc1C(=O)O	8	1	4	-3	16	-2	nt	1	0.6	-2
CCC(C)NC(=O)CCn1ccc2cc(S(=O)(=O)N3CCCC3)ccc21 (stereo not given)	-1	3	-11	1	-2	-3	6	-7	-2.7	0
CCCN(C(=O)c1c(CC)noc1C)c1c(N)n(Cc2ccccc2)c(=O)[nH]c1=O	4	0	-1	-3	-1	2	-1	-2	-1.1	-1
CC(C)N(Cc1ccccc1)C(=O)COC(=O)C1CCCCC1	5	-2	-7	-5	2	1	3	-1	1.4	6
C/C(=N/Nc1ccc(C(=O)O)cc1)c1ccc2c(c1)Nc1ccccc1S2	56*	7	-6	17*	6	-1	23	13	-3.1	0
CC(=O)Nc1sc(C)c(C)c1C(=O)OCC(=O)N(CC(C)C)c1c(N)n(Cc2ccccc2)c(=O)[nH]c1=O	-2	-1	4	-6	3	-3	-8	4	3.5	11

(continued)
SMILES	ABHD4 inh	TCR CD3 inh	TDP2 absorb	SIAE primary	UHRF1 MBD2 ctr	LEDGF integ inh	HTRA1 inh	PRMT1 FP inh	PG9 binder	Tn7 DDE FP
CCCCc1ccc(S(=O)(=O)N/N=C(/C)c2ccncc2)cc1	4	-1	7	3	3	-4	-2	8	-0.6	3
Cc1ccc(-c2nnc3ccc(SCC(=O)N4CCCc5ccccc54)nn23)cc1	2	-4	2	2	1	0	-3	0	4.1	6
CCCCn1c(N)c(N(CCOC)C(=O)COC(=O)Cc2cccc(OC)c2)c(=O)[nH]c1=O	-3	7	-3	1	5	-1	-5	4	2.3	1
CCc1nc(Cl)c(C#N)c2c1CCCC2	-6	-8	-1	-3	5	-1	5	4	0.2	6
C[C@H]1[C@H](NC(=O)C(=NOC(C)(C)C(=O)O)c2csc(N)n2)C(=O)N1S(=O)(=O)O	-9	0	5	2	25*	-2	3	-4	-1.5	3
CCC(C)(C)NC(=O)C(c1ccccc1Cl)N(C(=O)CCC(=O)Nc1cc(C)on1)C1CC1 (stereo not given)	-4	3	15	-1	0	0	-4	-1	-2.2	4
O=C(Nc1ccncc1)Nc1ccccn1	5	3	0	-2	1	1	3	0	-0.9	-3
Cc1cc(C)c(OCCOCCN2CCNCC2)c(C)c1	0	-5	-7	1	2	1	5	-1	0.0	-4
CCc1ccc(CN(C)C(=O)c2cc(COc3cccc4cnccc34)on2)cc1	-4	2	-15	-3	0	-2	-46	-4	-0.3	-1
COC(=O)[C@]12C[C@H](CC(=O)N3CCSCC3)C(=O)N(Cc3ccc(Cl)cc3Cl)C1=C[C@H](COCc1ccccc1)O[C@@H]2C	-13	nt	-9	-4	2	3	nt	-2	nt	1
O=C(N=C1SC2CS(=O)(=O)CC2N1Cc1ccccc1)c1ccccc1 (stereo not given)	1	0	8	4	2	-2	-11	0	34*	9
